# Bioassay records deposited in PubChem by several laboratories.
# HGIII-sPLA2 inh: Blocks human group III sPLA2 activity | QFRET BODIPY PC-A2 liposome hydrolysis, fluorescence | inhibition, % at 12.2 µM | 370,000 compounds, 0.56% hits;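 active = inhibition above mean plus 3 SD of compounds lying within the high and low control bounds, cut at about 19% in these data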;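 note: 0% = median of test compound wells and 100% = no enzyme DMSO wells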
# Target sequence (Q9NZ20 whole entry, looked up): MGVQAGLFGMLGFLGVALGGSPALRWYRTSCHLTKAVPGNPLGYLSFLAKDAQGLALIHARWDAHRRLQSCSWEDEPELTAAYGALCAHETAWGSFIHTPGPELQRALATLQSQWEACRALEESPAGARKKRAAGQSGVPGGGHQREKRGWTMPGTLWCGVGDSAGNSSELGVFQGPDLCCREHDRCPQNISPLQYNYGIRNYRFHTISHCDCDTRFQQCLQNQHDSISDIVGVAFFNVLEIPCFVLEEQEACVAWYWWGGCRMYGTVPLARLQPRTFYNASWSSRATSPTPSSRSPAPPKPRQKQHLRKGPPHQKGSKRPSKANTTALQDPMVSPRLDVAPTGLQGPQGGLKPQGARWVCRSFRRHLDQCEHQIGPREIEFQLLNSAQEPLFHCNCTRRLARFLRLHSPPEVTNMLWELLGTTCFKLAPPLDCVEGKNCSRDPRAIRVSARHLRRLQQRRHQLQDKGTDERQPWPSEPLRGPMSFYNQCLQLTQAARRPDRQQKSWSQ
# GC-A act: GC-A (human) enzyme activation; P16066; AID 1671463; HEK293 GC-A cells, cGMP TR-FRET, EC30 ANP; 0% at EC30 ANP, 100% saturating ANP; activation, % at 10 µM; 370,000 compounds, 0.14% hits; in the data active = activation above about 40%
# DAX1 inh-1: inhibits human nuclear receptor DAX1 | P51843 | inhibition, % at 6.75 µM | AID 504766 | HEK293 Gal4-DAX1 luciferase reporter, luminescence | 340,000 compounds, 0.99% hits;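 active = inhibition above the mean over all tested compounds plus 3 SD, cut at about 4.2% in these data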;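 note: 0% = DAX1-transfected cells with DMSO and 100% = empty-vector control cells with DMSO; inhibition shows as a rise in luminescence from relieved DAX1 repression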
# Target sequence (P51843 207-470 limits assumed): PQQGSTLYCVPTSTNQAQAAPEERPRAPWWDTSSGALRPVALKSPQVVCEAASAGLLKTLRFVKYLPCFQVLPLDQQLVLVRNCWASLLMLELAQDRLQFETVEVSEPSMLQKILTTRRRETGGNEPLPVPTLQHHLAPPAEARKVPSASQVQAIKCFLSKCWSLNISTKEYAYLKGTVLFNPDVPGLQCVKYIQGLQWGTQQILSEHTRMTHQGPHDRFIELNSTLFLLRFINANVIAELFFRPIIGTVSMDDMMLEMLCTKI
# DAX1 inh-2: inhibitors of DAX1 repression of SF-1 activated StAR promoter | HEK293T StAR-luciferase reporter, SF-1/DAX-1 repression relief | inhibition, % at 6.8 µM | 370,000 compounds, 1.1% hits | AID 652010;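 active = inhibition above the mean over all tested compounds plus 3 SD, cut at about 3.6% in these data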;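 note: 0% = DAX-1 cells with DMSO and 100% = cells lacking DAX-1 with DMSO; higher inhibition means more luminescence from relief of DAX-1 repression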
# ssDAF12 agonist: activates DAF-12 receptor from parasite S. stercoralis; HEK293 ssDAF-12/GRIP1 lit1-tk-luc reporter, luminescence; % of 3 µM dafachronic acid response; activation, % at 6.8 µM; 370,000 compounds, 1% hits; AID 652126;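 active = activation above the mean over all tested compounds plus 3 SD, cut at about 0.9% in these data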;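 note: 0% = DMSO-only wells and 100% = 3 µM delta7-dafachronic acid wells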
# hgDAF12 agonist: agonists of H. glycines DAF-12 nuclear receptor; HEK293 GAL4-hgDAF12 UAS-luciferase reporter, agonist luminescence; normalized to butyrate control; activation, % at 6.8 µM; 370,000 compounds, 1.8% hits;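 active = activation above a cutoff set at the mean of all screened compounds plus 3 SD, cut at about 10% in these data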;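 note: 0% = DMSO wells and 100% = sodium butyrate wells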
# GAA850 FXN act: frataxin GAA850 promoter activation | AID 540364 | activation, % at 6 µM | 360,000 compounds, 0.56% hits | HEK293 lucGAA850 FXN promoter luciferase reporter, 24 h; percent of 10 µM SAHA response;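 active = activation above the average of all compounds screened plus 3 SD, cutoff fixed separately per campaign, cut at about 7.5% in these data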;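 note: 0% = DMSO wells and 100% = 10 µM SAHA wells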
# SMARCA2 act: SMARCA2 function activation, primary screen | MG213 cells, MMTV-luciferase reporter, dexamethasone, overnight | activation, % at 9.1 µM | 370,000 compounds, 1% hits | AID 652017; in the data active = activation above about 7.8%;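 note: 0% = vehicle wells and 100% = reference activator wells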
# proKLK7 act: activators of human kallikrein-7 zymogen; P49862; purified proKLK7, EDANS-DABCYL substrate fluorescence; 100% is mature enzyme control, 0% vehicle; activation, % at 7 µM; 370,000 compounds, 0.9% hits; AID 652039;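 active = activation above the mean of all tested compounds plus 3 SD, computed per campaign excluding outliers beyond control limits, cut at about 13% in these data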
# Target sequence (P49862 whole entry, looked up): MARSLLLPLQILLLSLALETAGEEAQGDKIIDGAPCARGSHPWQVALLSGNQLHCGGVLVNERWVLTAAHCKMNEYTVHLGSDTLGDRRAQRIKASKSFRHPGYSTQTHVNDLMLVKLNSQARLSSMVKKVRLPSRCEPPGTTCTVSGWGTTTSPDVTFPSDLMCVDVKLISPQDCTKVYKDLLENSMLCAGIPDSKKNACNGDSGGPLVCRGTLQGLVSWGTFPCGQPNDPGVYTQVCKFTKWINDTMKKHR
# GC-B act: GC-B (human) receptor activation; HEK293-GC-B cells, CNP EC30, cGMP TR-FRET; 0% at EC30 CNP, 100% saturating CNP; 370,000 compounds, 0.11% hits; activation, % at 10 µM; P20594;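 active = activation at 10 µM reaching about 35% in either raw or pattern-adjusted values, limit read from the data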
# hcDAF12 agonist: activators of H. contortus DAF-12 nuclear receptor; HEK293 hcDAF-12 lit1-tk-luc reporter, luminescence; 0% DMSO, 100% Δ7-dafachronic acid; activation, % at 6.8 µM; 370,000 compounds, 1.4% hits;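 active = activation above the mean of all tested compounds plus 3 SD, cut at about 5.5% in these data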;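 note: 100% = response to 3 µM Δ7-dafachronic acid high control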
# Starred values were filed as active, the others as inactive; . = no result given.
SMILES,HGIII-sPLA2 inh,GC-A act,DAX1 inh-1,DAX1 inh-2,ssDAF12 agonist,hgDAF12 agonist,GAA850 FXN act,SMARCA2 act,proKLK7 act,GC-B act,hcDAF12 agonist
Cc1ccc(S(=O)(=O)N2CCC(=O)N(C(CO)C(C)C)CC2)cc1 (stereo unspecified),13,2,-0.3,-0.3,-1.2,-2.3,0.5,-1,-0.2,2,0.4
COC(=O)C1(C(=O)OC)C[C@H](/C=C/c2ccccc2)N(Cc2ccccc2OC)[C@@H]1c1ccc(F)cc1,5,-7,.,0.9,-0.8,1.0,.,-3,0.2,5,-0.1
CC1Oc2ccccc2N(Cc2ccc(F)cc2)C1=O (stereo unspecified),2,-4,-2.6,0.1,-0.9,1.8,1.9,-5,-0.6,0,-2.2
CC(C)(C)c1ccc(Oc2ccc(NC(=O)c3cccs3)cn2)cc1,5,-1,0.2,-0.3,-2.1,-0.9,-1.4,-5,0.4,-11,-2.8
COc1ccc(NC(=O)C2CCN(c3cc(-c4ccccc4)nc4ncnn34)CC2)cc1OC,-5,1,-2.5,-0.5,-1.8,-1.5,-4.8,1,0.0,9,-1.5
O=C(Nc1ccccc1N1CCCC1)c1ccc(Br)o1,3,-1,-0.9,0.3,-0.9,4.1,3.7,-2,-0.4,3,1.0
O=C(Nc1ccccc1)OC1CC2CC1[C@H]1CCCCN1[C@H]2Cc1ccccc1 (stereo partly specified),-6,-20,.,1.3,-0.7,-0.5,.,-2,0.0,-13,-0.5
CN(Cc1ccccc1)C(=O)c1cccc(NC(=O)C2CCCN(C(=O)OC(C)(C)C)C2)c1 (stereo unspecified),-8,-4,-2.6,-0.8,-2.1,-1.2,-2.7,-1,0.0,-2,-1.9
C=CCC(CC=C)(NC(=O)c1cccc(C)c1)c1ccccc1,-3,-2,0.9,-0.7,-0.6,-0.7,0.6,-3,-0.7,1,-0.2
O=C(Nc1ccc2oc(-c3ccncc3)nc2c1)c1ccc(Br)o1,0,1,-0.3,-0.5,-0.8,-0.6,-2.1,-3,-0.5,3,-2.3
Cc1ccc(/C=C2\SC(N3CCCCC3)=NC2=O)cc1,8,-5,0.6,0.0,-0.9,5.2,2.5,6,0.2,-13,1.5
CCN(C[C@H]1N[C@@](C)(C(=O)OC)[C@H]2C(=O)N(Cc3ccccc3)C(=O)[C@@H]12)C(=O)c1ccc(C(C)(C)C)cc1,-3,3,-1.6,0.2,-1.3,2.7,0.9,-4,0.1,3,0.7
O=C(Nc1ccc(F)cc1F)c1cc2ccccc2oc1=O,-3,4,0.6,0.0,-0.2,5.4,2.5,8,-0.1,1,2.3
C#CC[N+](C)(C)C(C#Cc1ccccc1)CC=C (stereo unspecified),5,0,0.1,-0.2,-1.1,-1.6,1.4,0,-0.9,-7,-1.5
COc1ccc(C(O)(C(C)C)C(CN2CCOCC2)c2ccc(Cl)cc2)cc1 (stereo unspecified),-9,-57,1.2,-0.7,-1.0,-1.3,-0.7,-1,0.3,-18,0.1
Cc1ccccc1OCC(O)CN1CCN(c2ccccn2)CC1 (stereo unspecified),-2,1,-2.0,0.2,-1.8,-0.4,1.8,0,0.1,3,-1.2
COc1ccccc1NC(=O)CN1C(=O)CC(C)S(=O)(=O)c2ccccc21 (stereo unspecified),6,0,2.6,-0.2,-0.9,-2.2,0.2,-2,-0.8,-1,0.6
Clc1cccc(CSc2nc3ccncc3[nH]2)c1,-9,1,-0.4,1.9,-0.4,3.5,1.2,2,-0.4,1,1.2
O=C(CSc1nc(Nc2ccccc2)nc(N2CCOCC2)n1)N1CCCC1,-2,2,-1.6,-0.5,-1.2,-4.7,0.0,0,0.1,2,-2.0
CCN1C(=O)Cc2cc(S(=O)(=O)NCCc3ccccc3)ccc21,-59,0,-0.4,-0.3,-0.9,-1.4,2.4,0,0.6,-9,0.5
CC(=O)c1cn(CC(=O)Nc2ccc(C)cc2)c2ccccc12,1,10,0.6,-1.1,-0.8,-0.6,-3.1,1,-0.1,-15,0.9
O=C(NCC(c1ccc(F)cc1)N1CCOCC1)c1ccc(OCc2ccccc2)cc1 (stereo unspecified),-20,-2,-2.2,-0.9,-0.9,4.4,-0.9,3,0.5,-7,-0.1
O=C(NCc1nc2ccccc2[nH]1)c1cccc(S(=O)(=O)N2CCCCC2)c1,-3,2,0.5,-0.9,-1.4,-3.9,1.0,0,0.3,-1,-1.4
Cc1ccc(CNC(=O)CCS(=O)(=O)c2ccc3c(c2)NC(=O)C(C)S3)cc1 (stereo unspecified),-5,0,-0.5,0.1,-1.1,-2.4,2.8,-2,-0.2,-1,-1.6
CN(c1ccccc1)c1nc(N)c([N+](=O)[O-])c(N2CCCCCC2)n1,-3,5,-0.5,-0.2,-1.9,-0.5,4.1,-2,-0.2,-2,-0.7

# Reprinted from the part before: two entries, then new ones.
SMILES,HGIII-sPLA2 inh,GC-A act,DAX1 inh-1,DAX1 inh-2,ssDAF12 agonist,hgDAF12 agonist,GAA850 FXN act,SMARCA2 act,proKLK7 act,GC-B act,hcDAF12 agonist
Cc1ccc(CNC(=O)CCS(=O)(=O)c2ccc3c(c2)NC(=O)C(C)S3)cc1 (stereo unspecified),-5,0,-0.5,0.1,-1.1,-2.4,2.8,-2,-0.2,-1,-1.6
CN(c1ccccc1)c1nc(N)c([N+](=O)[O-])c(N2CCCCCC2)n1,-3,5,-0.5,-0.2,-1.9,-0.5,4.1,-2,-0.2,-2,-0.7
C/C(CC(=O)Nc1ccc2c(c1)OCCO2)=N\NC(=O)c1cccc(O)c1,-23,-3,6.4*,1.0,-0.5,4.7,-4.5,5,-0.4,-1,1.0
CCN(C(=O)COC(=O)c1ccc2c(=O)n3c(nc2c1)CCC3)C1CCS(=O)(=O)C1 (stereo unspecified),-4,5,0.0,0.0,-1.3,1.2,1.4,-2,1.0,3,1.1
CCCCN(C(=O)Cc1ccc2c(c1)OCCO2)c1c(N)n(CCC)c(=O)[nH]c1=O,11,4,0.2,-0.7,-0.6,5.1,1.3,-3,0.3,5,-0.8
Cc1ccc(C23CC4CC(CC(C(=O)N5CCOCC5)(C4)C2)C3)cc1,1,-2,-0.3,-0.4,-1.6,-1.7,1.2,-2,-0.5,0,-2.8
Nn1c(SCC(=O)Nc2ccccc2Oc2ccccc2)nnc1C1CC1,8,-2,0.8,-0.5,-0.8,1.9,1.5,-1,-0.1,3,0.6
Cc1ccc(/C=N/NC(=O)C(O)c2ccccc2)o1 (stereo unspecified),-1,4,-1.4,0.1,-1.2,1.3,-0.3,-2,0.3,6,-1.6
CSc1nc(N)nc2c1ncn2CC(=O)N1CCN(Cc2c(C)cc(C)cc2C)CC1,0,2,-5.2,-4.8,-2.0,-5.8,-6.4,-4,0.8,2,-4.4
CC(=O)OC1(C(F)(F)F)Oc2ccccc2NC1=O (stereo unspecified),6,-1,1.6,-0.5,-0.9,-1.7,-2.3,-1,-0.1,-4,0.3
O=c1cc[nH]c2c(C(F)(F)F)cccc12,-3,2,1.5,0.4,-1.3,3.1,-0.8,-2,-8.4,-2,-0.3
CS(=O)(=O)N(CC(=O)Nc1cccc(Br)c1)Cc1ccccc1,-19,-11,-0.3,-0.2,-1.4,-1.6,-0.8,-2,0.2,-10,-0.8
CC(C)(C)NC(=O)C(c1ccco1)N(C(=O)Cn1nnc(-c2ccc(F)cc2)n1)c1ccccc1F (stereo unspecified),7,2,-0.6,0.1,-1.7,0.1,-3.6,-2,0.2,-3,-0.9
O=C(CSc1ccc(-c2ccccn2)nn1)Nc1nccs1,3,1,-0.4,-0.5,-0.6,3.8,1.6,-1,0.0,-3,-0.8
COc1cccc(NC(=O)N2CCC(NC(=O)C(Cc3ccccc3OC)NC(C)=O)CC2)c1 (stereo unspecified),3,3,-0.5,0.2,-1.1,0.2,-1.4,0,0.4,2,-0.3
N#C/C(=N\Nc1ccccc1F)C(=N)N1CCCCC1,4,-1,2.1,2.7,0.2,11*,4.9,0,0.4,-4,5.1
Cc1ccc2[nH]c(C(F)(F)F)cc(=O)c2c1,0,1,-2.4,-0.9,-2.1,-3.4,-2.6,-5,-0.1,7,-2.9
COc1ccc(NC(=O)CSCC(=O)Nc2ccc(S(=O)(=O)N3CCCCC3)cc2)cc1,-14,2,-0.7,-1.3,-1.2,1.6,0.2,1,0.1,0,-1.5
O=C1/C(=C/c2ccc(O)c([N+](=O)[O-])c2)SC(=S)N1Cc1ccccc1,-2,9,-0.5,0.2,-1.7,-0.7,1.3,0,0.1,0,-1.4
O=c1c2c3nc4ccccc4nc3n(CC3CCCO3)c2ncn1CCc1ccccc1 (stereo unspecified),1,6,0.3,-0.6,-1.0,-0.5,0.7,2,-0.5,3,-0.3
Oc1cccc(/C=N/Nc2nn3cnnc3c3ccccc23)c1,8,2,-1.4,-0.5,-1.5,-2.4,2.2,5,0.2,-1,-0.4
O=C(Nc1nnc(CCS(=O)(=O)c2ccc3ccccc3c2)s1)c1ccc([N+](=O)[O-])cc1,-1,-3,0.5,0.2,-1.1,1.3,0.5,1,-1.1,0,-0.4
Cc1ccc(S(=O)(=O)N2CCCC(C(=O)NCc3ccccn3)C2)cc1 (stereo unspecified),4,-4,-1.6,-0.9,-0.6,1.2,0.8,6,-0.3,-3,-1.9
CCN(CC)C(=O)C1CCCN(c2ccc([N+](=O)[O-])cc2/C=N/NC(=O)c2cccc(Br)c2)C1 (stereo unspecified),-1,-10,3.5,-0.2,-0.8,0.0,-5.0,1,-0.3,-6,-1.3
CC1(C)CC(=O)C2=C(C1)N(c1ccc(F)cc1)C(=O)NC2(C(F)(F)F)C(F)(F)F,-2,1,-0.8,-0.1,-1.2,-0.7,0.9,-2,-0.5,0,-0.4
Cc1nc2nc[nH]n2c(=O)c1NC(=O)CCc1ccccc1,-2,-2,0.4,-0.3,-1.2,-0.6,-0.3,2,0.6,0,-1.1
C=CCn1c(Cc2nc3ccccc3[nH]2)n[nH]c1=S,-2,8,0.9,-0.3,-1.0,0.8,2.0,0,0.7,2,-0.7
# The results go on:
SMILES,HGIII-sPLA2 inh,GC-A act,DAX1 inh-1,DAX1 inh-2,ssDAF12 agonist,hgDAF12 agonist,GAA850 FXN act,SMARCA2 act,proKLK7 act,GC-B act,hcDAF12 agonist
Cc1cccc(N(C(=O)c2snc(C(N)=O)c2N)C(C(=O)NCC2CCCO2)c2ccc3ncccc3c2)c1 (stereo unspecified),-5,-29,0.2,-0.1,-0.6,-1.6,-1.5,-2,8.1,-14,0.2
COc1ccc(C/C(N)=N/OC(C)=O)cc1OC,1,3,-0.1,0.9,-1.3,0.0,1.3,0,0.2,4,-2.4
O=C1CC(C(=O)Nc2ccc(C(=O)N3CCOCC3)cc2)C2(CCCCC2)O1 (stereo unspecified),-4,1,1.6,0.1,-0.8,-2.3,0.5,0,-0.6,0,0.1
Cc1ccc(-n2nnnc2-c2cnc(N3CCCC3)nc2C(F)(F)F)cc1,-24,-2,-1.8,-2.3,-1.9,-3.6,-1.5,-6,0.0,-4,-2.7
CC(C)(C)c1csc(NC(=O)c2cccnc2)n1,8,-2,-0.6,0.3,-1.8,1.9,1.5,-3,0.2,-2,-1.3
Cc1ccc(C(=O)CN2CCN(c3ccccn3)CC2)c(C)c1,10,7,0.4,-0.4,-1.1,1.9,0.9,-3,-0.7,3,1.2
